b-catenin transl: modulators of beta-catenin nuclear translocation; HeLa beta-catenin nuclear translocation, immunofluorescence imaging; 0.3% of 190,000 active; nuclear translocation activity, % at 5 µM;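 active = nuclear translocation activity above 50% at 5 µM, with a well cell count of 50 or more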;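 also: per-cell ratio of nuclear to cytoplasmic median beta-catenin stain intensity; plate controls were DMSO negative control for no effect and GSK-3 inhibitor IX positive control for full effect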
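System: HeLa cells, endogenous beta-catenin; compound dosing: 5 µM primary single dose, 0.1% DMSO, 0.02–20 µM confirmation series; incubation: 24 h compound exposure at 37°C, 5% CO2; signal: beta-catenin immunofluorescence imaging with DAPI; evaluation: % activation, nuclear-to-cytoplasmic median beta-catenin signal ratio per cell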
MT stabilizer: microtubule stabilizers in HeLa cells; HeLa tubulin immunostaining HCS, 24 h; share of cells brighter than vehicle mean+2SD; % tubulin-high responders, % at 10 µM; 0.83% of 200,000 active;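 active = plate Z-score above 3 for both tubulin-high and condensed-nucleus cell shares, with cell loss under 80%, at 10 µM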;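 also: anti alpha tubulin signal scored within the nucleus-defined area of each cell; some results filed as inactive read as strong as hits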
M17LAP inhibition: P. falciparum M17LAP inhibitors, primary screen, biochemical, fluorogenic H-Leu-NHMec substrate, 1536-well (AID 1619); recombinant M17LAP, H-Leu-NHMec fluorogenic kinetic assay; higher % means a stronger effect; one-dose inhibition, % at 30 µM; IC50 in µM for titrated hits; 0.38% of 220,000 active;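 active = compound inhibiting the enzyme by more than half at any dose during confirmatory dose-response retesting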;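 also: plate controls were full reaction with DMSO carrier for no effect and no enzyme background for full effect; strong numbers were not always called active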
Autophagy mod: alters autophagy in cells | 0.98% of 190,000 active | MEF GFP-LC3 puncta imaging; test concentration mostly 10 µM | calls only at 10 µM (by protocol);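 active = percentage of spot-positive cells more than 3 SD above its plate mean, without a fluorescence outlier flag or 80% toxicity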;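 also: spot-positive cell cutoff set from DMSO-treated cells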
Ins promoter up: MIN6 insulin promoter up-regulation | MIN6 insulin promoter-GFP reporter, high-content imaging; stronger effect = higher value | z-score at 5 µM | 0.3% of 190,000 active;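 active = z-score above 3 at 5 µM with at least 500 cells counted in the well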
UTI89 phage lysis: inhibition of K1F phage lysis, E. coli UTI89, bacterial capsule biogenesis inhibitors, alamar blue (AID 488966); one-dose inhibition, % at 100 µM; IC50 in µM for titrated hits; 0.02% of 340,000 active; E. coli UTI89 K1F phage lysis, alamar blue, 2 h; higher % means a stronger effect;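 active = phage lysis inhibition, versus mean bacterial control, above a set limit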;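 also: capsule biogenesis inhibitors block K1F phage lysis so surviving cells raise fluorescence; higher fluorescence means more inhibition of phage lysis; actives were called in the ten point dose series up to 300 µM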
Dynein cargo inh: dynein cargo transport inhibition. 3617.4 mouse cells, GR-EGFP nuclear translocation imaging; test concentration mostly 20 µM; stimulated with dexamethasone, 1 µM; stronger effect = lower value. z-score, hits read low. 0.47% of 220,000 active. AID 1381;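 active = plate z-score of nuclear minus cytoplasmic receptor signal below a set negative limit, without overly bright fluorescence or cell loss, cut at about -3.5 in these data, passing the limit was not always enough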;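 also: z-score of nuclear minus cytoplasmic ring GR-EGFP intensity difference per well; some compounds called inactive have numbers as strong as hits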
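Buffer or medium: tet-free medium with charcoal-stripped serum / Also added: dexamethasone agonist, 1.0 µM final, for 30 min / Timing: induction 48 h, compound 1 h, agonist 30 min / Measured by: high-content fluorescence imaging after fixation / Read-out: nuclear-to-cytoplasmic GR-EGFP distribution per well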
ER stress rescue: rescue of cells from ER stress-induced death, primary screen, 384-well, CSM14.1, thapsigargin, ATP luminescence (AID 1222) | CSM14.1 thapsigargin-induced death rescue, ATP luminescence; higher % means a stronger effect | one-dose cellular ATP content (survival), % at 20 µM; EC50 in µM for titrated hits | 190,000 tested, under 10 active;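 active = EC50 below 50 µM in the dose-response confirmation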;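 also: death triggered by thapsigargin at about 15 µM added after 2 h compound pretreatment; cell ATP read after overnight thapsigargin exposure of roughly 18 to 22 hours; normalized against plate controls of thapsigargin alone and 5% DMSO vehicle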
M1AAP inhibition: P. falciparum M1AAP inhibitors, biochemical, fluorogenic H-Leu-NHMec substrate, 1536-well (AID 1445). recombinant M1AAP, H-Leu-NHMec fluorogenic kinetic assay; higher % means a stronger effect. inhibition, % at 30 µM; hits with a dose series show IC50 in µM. 0.42% of 220,000 active;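 active = primary inhibition above the hit cutoff, then over 50% inhibition at one or more dose response concentrations, cut at about 23% in these data, passing the limit was not always enough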;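 also: plate controls were DMSO full reaction for no effect and no enzyme background for full effect; strong numbers were not always called active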
Dynein cargo inh cytoplasmic EGFP: further read-out of Dynein cargo inh, marked with its call; z-score; measured here: cytoplasmic GR-EGFP intensity; stronger effect = higher value
Dynein cargo inh nuclear GR-EGFP: also measured in Dynein cargo inh; calls as there; z-score; measured here: nuclear GR-EGFP intensity;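 lower value marks the stronger effect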
Dynein cargo inh cell count: further read-out of Dynein cargo inh, marked with its call; z-score; measured here: cell count per field
Ins promoter up cell count: second read-out of Ins promoter up, no call of its own (marks repeat the call); cell count; measured here: cytotoxicity, nuclei count;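 total cells summed across four imaged fields per well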
b-catenin transl cell count 5 µM: second read-out of b-catenin transl, no call of its own (marks repeat the call); cell count; measured here: cell count, cytotoxicity flag
MT stabilizer Hoechst-high %: also measured in MT stabilizer; calls as there; % Hoechst-high responders; measured here: nuclear condensation Hoechst responders;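 share of cells brighter than vehicle mean plus two SD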
MT stabilizer cytotoxicity %: recorded beside MT stabilizer, whose call it bears; toxicity, %; measured here: cytotoxicity by cell density;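 0% = mean cell density of plate MIN control wells and 100% = no cells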
Autophagy mod cell loss 18 h: also measured in Autophagy mod; calls as there; toxicity, %; measured here: cell loss, nuclei count;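 cell loss after 18 h compound exposure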
The depositor's hits bear a star; i = inactive; . = not tested or not shown; + = active, no number; [ ] = dose if it differs, or a comment.

SMILES	b-catenin transl	b-catenin transl cell count 5 µM	MT stabilizer	MT stabilizer Hoechst-high %	MT stabilizer cytotoxicity %	M17LAP inhibition	Autophagy mod	Autophagy mod cell loss 18 h	Ins promoter up	Ins promoter up cell count	UTI89 phage lysis	Dynein cargo inh	Dynein cargo inh cytoplasmic EGFP	Dynein cargo inh nuclear GR-EGFP	Dynein cargo inh cell count	ER stress rescue	M1AAP inhibition
Cc1cc(C)n2nc(C(=O)N/N=C/c3c4ccccc4cc4ccccc34)nc2n1	-2.4	1102	2.2	2.1	1.1	-5%	i	2	0.22	1376	-4.0%	-0.96	-0.19	-0.61	-0.23	-0.7%	3%
FC(F)c1nnc2ccc(Cl)nn12	-1.2	1088	2.5	2.2	4.3	6%	i	7	-0.41	1311	-0.4%	0.3	-0.36	0.067	0.72	.	7%
Cc1ccc(OCCSc2ncnc3sc(C)c(C)c23)cc1C	-0.4	1388	0.7	1.1	7.1	-5%	i	-9	0.01	1480	0.3%	-0.6	-0.071	-0.44	-0.044	-0.9%	-9%
O=C(C(=O)N1CCN(c2cccc(Cl)c2)CC1)N1CCCCC1	-1.3	1061	4.7	0.9	9.7	-2%	i	20	0.63	1575	-0.1%	2.7	-0.17	1.6	-1.4	-0.9%	1%
CCN(C(=O)CN1CCN(S(=O)(=O)c2cc(Cl)ccc2Cl)CC1)c1c(N)n(Cc2ccccc2)c(=O)[nH]c1=O	0.4	506	3.4	3.5	7.9	-7%	i	-22	0.01	1425	0.6%[50 µM]	-0.14	-0.3	0.039	-0.13	-0.2%	-2%
Cc1cc(N2CCN(C)CC2)nc2ccc(NC(=O)CCC(=O)NCCC3=CCCCC3)cc12	.	.	3.3	2.2	6.1	.	i	-4	.	.	9.0%	-0.17	0.85	0.76	-4.5	.	.
Cc1ccc(NC(=O)Cn2c(=O)oc3cc(S(=O)(=O)N4CCC(C)CC4)ccc32)cc1C	.	.	5.0	2.0	4.6	10%	i	14	-1.1	911	0.5%	0.58	-0.27	0.32	0.23	-0.1%	4%
O=C(NC12CC3CC(CC(C3)C1)C2)c1ccc(-c2ccc(Br)cc2)o1	-0.9	937	1.3	2.6	12	1%	i	-17	.	.	-0.8%[50 µM]	-0.82	-0.23	-0.24	0.94	-0.1%	7%
Cc1ccc(-c2noc(CC(c3ccccc3)c3ccccc3)n2)cc1	-2.3	1007	3.6	2.1	5.7	0%	i	-3	0.92	710	0.1%	2.2	-0.3	0.89	-0.86	4.8%	-2%
CN(C)C(=O)c1c(-c2ccccc2)oc2ccc(O)cc12	.	.	2.9	2.3	3.9	-18%	i	11	.	.	-0.8%	-0.8	-0.32	0.2	0.67	-0.8%	13%
CCOc1ccc(N2C(=O)c3cccnc3C2Nc2ccc(Cl)cc2)cc1 (stereo unspecified)	.	.	4.5	1.3	4.8	-11%	i	14	.	.	0.3%	0.058	-0.08	0.37	0.18	3.8%	0%
COc1cc(/C=C2\CC/C(=C\c3cc(OC)c(OC)c(OC)c3)C2=O)cc(OC)c1OC	.	.	4.9	3.3	6.9	-6%	i	-5	-0.26	1323	0.2%	0.076	0.54	-0.25	-1.1	0.1%	14%
Cc1ccc(C(=O)O/N=C(\N)c2ccc(Br)cc2)cc1C	-0.2	991	1.5	2.1	9.4	-2%	i	-1	0.16	824	1.9%	0.85	0.34	0.33	-0.87	-1.4%	1%
Cc1cccc(C)c1N=C1NN=C(c2ccccc2F)CS1	-0.9	1121	4.8	3.4	5.6	14%	i	3	-0.11	1521	5.2%	-0.61	-0.23	-0.094	0.29	-2.1%	12%
COCCn1nnnc1C(c1ccccc1OC)N1CCN(c2ccccc2)CC1 (stereo unspecified)	-4.1	1001	4.1	1.5	2.1	-8%	+	-0.8*	0.09	1168	0.0%	3.3	-0.15	1.7	-1.7	0.1%	8%
Cc1cccc(NC2=NCC(=O)N2Cc2cccs2)c1	0.5	1466	2.2	1.9	10	-5%	i	-6	-0.24	1501	0.1%	0.64	-0.26	-0.05	-0.14	0.9%	7%
O=C(NC1CCC(O)CC1)c1ccc(-c2ccc([N+](=O)[O-])cc2)o1 (stereo unspecified)	1.3	1377	.	.	.	15%	.	.	0.03	1130	-1.0%[50 µM]	-0.56	-0.22	0.45	-0.32	.	7%
CCOc1ccc(/C=C2\SC(=S)N(N3C(=O)C4CC4C3=O)C2=O)cc1 (stereo unspecified)	-0.7	1080	2.1	3.4	9.2	3%	i	7	0.07	1268	0.2%	-0.2	-0.17	0.14	-0.76	-0.4%	5%
O=C(CCCOc1ccc(Cl)cc1Cl)Nc1cccnc1	.	.	2.2	2.5	6.6	-6%	i	-4	.	.	0.3%	-1.7	0.12	-0.66	0.69	-1.4%	6%
COc1ccc(CC(=O)N2CCN=C2SC)cc1	.	.	7.1	1.9	2.0	0%	i	7	-0.78	811	-0.4%	-0.24	-0.21	-0.026	0.14	0.8%	-11%
O=C(O)C1CC=CCC1C(=O)c1ccccc1 (stereo unspecified)	-1.8	1244	2.4	2.1	9.5	24%	i	38	-1.1	852	-0.1%	0.6	0.057	0.5	-0.35	6.8%	0%
CCN(CCNc1ccc(Cl)cc1[N+](=O)[O-])C(=O)c1cc([N+](=O)[O-])c(N(C)C)cc1OC	-0.9	1095	2.6	2.3	13	8%	i	0	-0.4	1920	-1.4%	0.19	-0.29	-0.048	0.076	-1.2%	5%
COc1ccc(OCc2cn3c(C)cc(C)nc3n2)cc1	0.1	607	2.8	2.3	4.7	-1%	i	-2	0.36	1306	3.3%	-0.16	-0.33	-0.24	0.17	-5.0%	12%
Cc1c(NC(=O)COC(=O)c2ccccc2Cl)c(=O)n(-c2ccccc2)n1C	-3.2	1103	4.0	1.9	4.8	27%	i	-16	-0.46	1297	0.1%	-0.0093	-0.23	0.25	0.31	0.0%	7%
O=C(C1CCN(S(=O)(=O)c2cccc3nsnc23)CC1)N1CCc2ccccc2C1	0.0	1026	5.2	4.0	7.1	-7%	i	-12	-0.26	1808	-0.7%	-0.14	-0.33	0.0065	0.1	-2.3%	-2%
SMILES	b-catenin transl	b-catenin transl cell count 5 µM	MT stabilizer	MT stabilizer Hoechst-high %	MT stabilizer cytotoxicity %	M17LAP inhibition	Autophagy mod	Autophagy mod cell loss 18 h	Ins promoter up	Ins promoter up cell count	UTI89 phage lysis	Dynein cargo inh	Dynein cargo inh cytoplasmic EGFP	Dynein cargo inh nuclear GR-EGFP	Dynein cargo inh cell count	ER stress rescue	M1AAP inhibition
CC(=O)NC(CC(=O)Nc1nccs1)c1ccccc1 (stereo unspecified)	-0.3	1337	.	.	.	-5%	.	.	1.3	1385	-0.1%	1.9	-0.27	0.77	-0.85	.	2%
COC(=O)c1cccc(C23CC4(C2)[C@H](CN(Cc2ccc(C(F)(F)F)cc2)[C@@H]4c2ccccc2)C3c2ccc(C(F)(F)F)cc2)c1 (stereo partly specified)	-0.4	1412	.	.	.	-4%	.	.	-0.4	1103	.	0.32	-0.78	0.091	-0.058	.	1%
CC(C)CCOP(=O)(c1ccc(N(C)C)cc1)C(O)c1ccccn1 (stereo unspecified)	-5.2	1019	2.9	2.9	14	10%	i	35	0.61	1526	1.1%	0.028	-0.19	0.31	0.3	1.9%	13%
COc1cccc(S(=O)(=O)NCC(=O)Nc2ccc(C(C)(C)C)cc2)c1	.	.	1.7	0.9	8.8	11%	i	-20	-0.28	1087	-0.4%	-0.038	-0.27	-0.19	-0.36	-0.4%	1%
Cc1ccc(-c2noc(CCC(=O)NCc3ccc4c(c3)OCO4)n2)cc1	-6.9	924	2.4	2.8	7.5	-7%	i	-4	0.52	1437	0.5%	-0.58	-0.24	-0.36	-0.22	1.1%	2%
Cc1cc(C)n(CC(=O)c2ccc(Br)cc2)c(=O)c1C#N	-2.2	1146	2.8	2.0	4.8	-2%	i	-36	0.39	742	2.4%	-0.24	-0.23	-0.33	0.42	2.9%	12%
Cc1cc(NC(=O)CSc2nc3c(c(=O)n2-c2ccc(Br)cc2)SCC3)no1	2.4	998	3.1	2.1	6.8	-19%	i	4	-0.13	1221	5.0%	1.7	-0.21	0.84	-1.2	-1.4%	8%
CCCC(CCC)=NNC(=O)CN(Cc1ccccc1)S(=O)(=O)c1ccccc1	-0.7	1047	1.3	1.2	7.0	2%	i	-9	1.4	1321	0.0%[50 µM]	-0.11	1.7	0.5	0.56	-1.8%	2%
Cc1ccc(OCC(=O)NNC(=O)C2CCCO2)c(C)c1 (stereo unspecified)	-1.3	1141	1.7	1.9	3.9	9%	i	-29	0.13	1435	-0.3%	0.23	-0.27	0.35	0.36	-7.6%	-1%
O=C(c1cn(-c2ccccc2)nc1-c1cccs1)N(CCO)Cc1ccccc1	-3.1	1263	1.8	1.8	9.7	-8%	i	-7	-0.29	859	0.5%	-0.34	0.21	0.14	0.33	3.5%	0%
Cc1cccc(N2CCN(C(=O)c3cccn4c(=O)c5c(C)c(C)sc5nc34)CC2)c1C	.	.	1.7	1.0	4.8	-10%	i	-2	.	.	0.2%	0.27	-0.14	0.12	-0.67	1.0%	8%
Cc1ccc(CNC(=O)c2ccc(Cl)cc2[N+](=O)[O-])cc1	.	.	3.5	1.5	6.8	4%	i	-6	.	.	-0.2%	-0.74	-0.23	-0.91	1.2	-0.1%	7%
Cc1cc(C)nc(NS(=O)(=O)c2ccc(N)cc2)n1	.	.	3.0	1.5	7.8	11%	i	-6	.	.	0.5%	0.16	-0.31	0.53	0.56	-1.9%	4%

High-throughput results (PubChem BioAssay)
